From PubChem BioAssay
Pol eta inh – DNA polymerase eta (human) inhibition; Q9Y253; hit rate 1.2% among 390,000; recombinant Pol eta, fluorescent DNA replication assay; Potency, µM (top dose mostly 114 µM), inactives show top-dose activity change, negative = inhibition, actives largely listed as inhibitors; AID 588591; further: potency means the concentration at half of the fitted maximal effect; on the % scale 0 is the no-effect control and ±100 the full control effect
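Pol eta (10 nM) was preincubated with compounds for 15 min at room temperature, after which fluorescent replication substrate (50 nM final) was added to start the reaction. Fluorescence was read kinetically at 0 and 10 min.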
APE1 inh – inhibitors of human APE1 endonuclease. P27695. recombinant APE1, TAMRA/BHQ-2 abasic DNA cleavage fluorescence. Potency, µM (top dose mostly 65.8 µM), for the others: at the highest dose activity change, negative = inhibition, most hits filed as inhibitors. hit rate 0.35% among 350,000;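 further: potency means the concentration at half of the fitted maximal effect; plate controls were vehicle for no effect and reference inhibitor for full effect; nearly all actives have a fitted effect of over 55% in size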
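APE1 at 0.75 nM final was preincubated with compound 15 min at room temperature, then 50 nM double-stranded THF abasic-site substrate (5'-TAMRA/3'-BHQ-2) was added. Fluorescence (ex 525/em 598 nm) was read kinetically; third-minus-first read gave activity.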
RXFP1 antagonist – RXFP1 (human) relaxin receptor antagonism. Q9HBX9. HEK293-RXFP1, relaxin-stimulated cAMP HTRF, 30 min; stronger effect = lower value. activity change, negative = inhibition, % at 57.5 µM. hit rate 0.59% among 350,000;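 active means activity change of -60% or lower, but not beyond a set lower limit; inconclusive means change between -60% and -40%, or beyond the set limit; inactive means change above -40%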; further: on the % scale 0 is the no-effect control and ±100 the full control effect
BLM helicase inh – inhibitors of human Bloom syndrome helicase BLM. Potency, µM (series often up to 56.1 µM), without a hit: top-dose activity change, negative = inhibition, most hits filed as inhibitors. recombinant BLM DNA unwinding, fluorescence dequenching. P54132. hit rate 0.2% among 350,000;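 further: potency means the concentration at half of the fitted maximal effect; plate controls were vehicle for no effect and no enzyme for full effect; nearly all actives have a fitted effect of over 35% in size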
Pol kappa inh – DNA polymerase kappa (human) inhibition. Q9UBT6. purified Pol kappa, fluorescent DNA synthesis assay, 10 min. Potency, µM (top dose mostly 107 µM), inactives show at the highest dose activity, negative = inhibition, usual class: inhibitors. hit rate 0.53% among 400,000. AID 588579; further: potency means the concentration at half of the fitted maximal effect; on the % scale 0 is the no-effect control and ±100 the full control effect
Target sequence (Q9UBT6 whole entry, looked up): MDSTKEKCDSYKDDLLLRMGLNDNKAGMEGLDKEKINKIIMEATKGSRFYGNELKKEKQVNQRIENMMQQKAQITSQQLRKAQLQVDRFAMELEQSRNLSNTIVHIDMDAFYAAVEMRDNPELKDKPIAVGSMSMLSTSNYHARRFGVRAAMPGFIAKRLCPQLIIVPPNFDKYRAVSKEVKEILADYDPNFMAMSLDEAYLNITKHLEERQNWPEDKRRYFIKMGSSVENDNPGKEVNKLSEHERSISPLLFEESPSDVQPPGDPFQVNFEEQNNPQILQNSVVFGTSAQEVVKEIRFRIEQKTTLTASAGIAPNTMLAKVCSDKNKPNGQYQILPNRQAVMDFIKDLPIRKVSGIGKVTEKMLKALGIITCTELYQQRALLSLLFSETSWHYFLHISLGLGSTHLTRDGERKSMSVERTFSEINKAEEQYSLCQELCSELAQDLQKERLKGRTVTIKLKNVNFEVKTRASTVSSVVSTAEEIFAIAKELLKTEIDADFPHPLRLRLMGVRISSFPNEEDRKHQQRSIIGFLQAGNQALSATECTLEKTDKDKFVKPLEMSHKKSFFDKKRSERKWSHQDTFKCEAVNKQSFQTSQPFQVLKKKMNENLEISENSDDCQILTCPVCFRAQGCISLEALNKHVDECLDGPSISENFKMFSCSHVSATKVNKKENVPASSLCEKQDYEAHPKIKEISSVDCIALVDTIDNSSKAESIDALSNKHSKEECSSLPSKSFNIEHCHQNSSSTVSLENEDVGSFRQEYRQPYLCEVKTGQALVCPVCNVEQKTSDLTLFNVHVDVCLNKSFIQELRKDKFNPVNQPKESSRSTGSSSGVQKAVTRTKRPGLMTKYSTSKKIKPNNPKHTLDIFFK
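Inhibition of 10 nM Pol kappa is measured by a fluorescent read-out at 0 and 10 min following addition of 50 nM substrate (final), with a 15-min room-temperature compound preincubation.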
Pol beta inh – DNA polymerase beta (human) inhibition; P06746; Pol beta primer extension/strand displacement, fluorescence kinetic; Potency, µM (doses to about 114 µM), for inactives: at the highest dose activity change, negative = inhibition, usual class: inhibitors; hit rate 1.3% among 340,000; further: potency means the concentration at half of the fitted maximal effect; on the % scale 0 is the no-effect control and ±100 the full control effect
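Reaction started by 50 nM substrate onto compound-treated Pol beta (10 nM, 15 min preincubation, room temperature); plates read at 0 min and 10 min. Normalized concentration-effect data fitted by four-parameter Hill equation.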
Pol iota inh – inhibitors of human DNA polymerase iota; Q9UNA4; Pol iota fluorescent replication assay, 10 min; Potency, µM (highest dose often 115 µM), for inactives: at the highest dose activity, negative = inhibition, most hits filed as inhibitors; hit rate 1% among 390,000; AID 588590; further: potency means the concentration at half of the fitted maximal effect
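Fluorescent replication assay read twice, at 0 min and 10 min after adding 50 nM (final) substrate. Enzyme (10 nM) and compounds were first incubated 15 min at room temperature; enzyme-free buffer wells were negative controls.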
Tb PGK inh – inhibitors of T. brucei phosphoglycerate kinase; PGK/GAPDH coupled, Kinase-Glo luminescence, 60 min; Potency, µM (top dose mostly 57.5 µM), inactives show at the highest dose activity change, negative = inhibition, usual class: inhibitors; hit rate 0.043% among 380,000; further: potency means the concentration at half of the fitted maximal effect; on the % scale 0 is the no-effect control and ±100 the full control effect; nearly all actives have a fitted effect of over 60% in size
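Recombinant glycosomal PGK reaction used 1,3-bisphosphoglycerate generated in-well by GAPDH (100nM final) in 100mM TEA pH 7.6, 5mM MgCl2, 0.01% Tween-20. After 60 minutes at room temperature, ATP was read by Kinase-Glo Plus luminescence end-point.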
Anesthetic bind – candidate novel general anesthetic via apoferritin binding; hit rate 0.074% among 350,000; AID 485281; apoferritin/1-aminoanthracene competitive binding, fluorescence; P02791; Potency, µM (highest dose often 77.5 µM), for the others: at the top dose activity change, negative = displacement, most hits filed as inhibitors; further: potency means the concentration at half of the fitted maximal effect; on the % scale 0 is the no-effect control and ±100 the full control effect; nearly all actives have a fitted effect of over 20% in size
Target sequence (P02791 2-175 limits assumed): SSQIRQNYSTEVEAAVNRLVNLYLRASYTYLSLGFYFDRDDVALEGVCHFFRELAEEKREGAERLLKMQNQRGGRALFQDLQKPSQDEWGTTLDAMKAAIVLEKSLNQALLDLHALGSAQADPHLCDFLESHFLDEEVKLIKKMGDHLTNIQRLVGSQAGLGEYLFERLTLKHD
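Read-out: endpoint 1-AMA fluorescence, excitation 380 nm and emission 535 nm, after compounds sit 10 min at room temperature with 10 uM horse-spleen apoferritin in 50% saturated 1-AMA/PBS. Values come from four-parameter Hill fits.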
Active calls of the source: *; i = inactive; ? = inconclusive; . = no result given; & = joins results of further samples; [ ] = dose if it differs, or a comment. Unless noted, the call rests on the fitted dose curve; in most records, active means well fitted curve in the direction sought with a large enough effect; inconclusive means small, poorly fitted or top-dose-only effect, or another doubt; inactive means no such curve, though single readings can be large; an effect the other way counts as inactive or inconclusive. These rows are one share of the data; the hit share may differ from the screen's.

SMILES	Pol eta inh	APE1 inh	RXFP1 antagonist	BLM helicase inh	Pol kappa inh	Pol beta inh	Pol iota inh	Tb PGK inh	Anesthetic bind
O=C(Cc1cccc(C(F)(F)F)c1)Nc1cccc(S(=O)(=O)N2CCCC2)c1	-18%	-11%	-9	-8%	0%	-23%	-14%	-5%	?
Cc1ccc(C)c(-c2csc(-c3cccnc3)n2)c1	-11%	-5%	-1	-7%	10%	-10%	9%	-1%	?
CO/N=C(\Cn1ncc(N2CCCC2)c(Cl)c1=O)c1ccc(Cl)cc1	?	14%	-13	-2%	-2%	?	9%	-9%	?
O=C(Cn1c(=O)sc2ccccc21)Nc1ccccc1	0%	4%	-12	3%	0%	5%	1%	-5%	-12%
COc1cc(Cl)cc(/C=N/NC(N)=O)c1O	-9%	4%	3	-1%	-15%	-13%	34%[activator]	-4%	116%[activator]
CC(=O)c1cccc(NC(=O)CSc2ncc3c(n2)-c2cc(Cl)ccc2N(Cc2ccccc2)S3(=O)=O)c1	-4%	.	.	-3%	-17%	17%	2%	-9%	-11%
CCCOc1ccc2ccccc2c1/C=N/n1c(C)nnc1-n1nc(C)cc1C	-16%	-2%	-28	0%	-8%	3%	16%	2%	-1%
CCOC(=O)N/N=C/c1ccc(N2CCOCC2)s1	-16%	3%	-9	-2%	-16%	-14%	-3%	-9%	3%
Cc1cccc(C)c1N(CC(=O)N1CCCC1)S(C)(=O)=O	-16%	3%	17	-5%	-7%	40%	134%[activator]	0%	-11%
Cc1ccc(/C=C/c2onc(C)c2S(=O)(=O)N2CCC(C(=O)N3CCOc4ccc(C)cc43)CC2)cc1	-20%	.	11	-9%	-1%[60.1 µM]	4%	19%	10%	-6%
O=C(Nc1ccc(Oc2ccc(C(F)(F)F)cn2)c(Cl)c1)C1CC1	-15%	-12%	-12	-7%	-12%	?	?	-1%	?
COc1cc(-c2nc(-c3ccccc3)c(-c3ccc(Br)cc3)[nH]2)cc(OC)c1O	-24%	.	-5	-14%	-3%	-21%	6%	-1%	?
O=C(NCCCn1ccnc1)c1cc(C(=O)C2CC2)c[nH]1	-19%	0%	7	1%	-3%	5%	22%	0%	-5%
COCc1[nH]nc2c1C(c1ccc(OC)cc1)C(C#N)=C(N)O2 (stereo not given)	0%	4%	7	-5%	-11%	0%	-2%	-6%	-6%
Cc1cc(C)cc(S(=O)(=O)c2cnc3ccccc3n2)c1	-18%	0%	-3	1%	0%	12%	126%[activator]	0%	-24%
CCOc1ccc(S(=O)(=O)N(CC)CC(=O)NC2CC2)cc1	-7%	-3%	8	0%	-1%	18%	10%	3%	-4%
C=CCn1c(SCc2nc(N)nc(N(C)C)n2)nnc1-c1cccnc1	-7%	-5%	.	-2%	-2%	4%	19%	7%	-10%
Cc1cccc(NS(=O)(=O)c2ccc(C)c(C(=O)NCC(c3ccco3)N3CCCCC3)c2)c1 (stereo not given)	-12%	17%	-11	.	-4%	.	17%	-6%	.
O=C(NC(Cc1ccccc1)c1ccc2c(c1)OCCCO2)c1ccccc1F (stereo not given)	-15%	-3%	-9	-7%	-12%	3%	-3%[58.9 µM]	i	-1%
Cc1ccc(NCCC(=O)c2ccc(Br)cc2)cc1	-15%	-2%	-1	-14%	-3%	7%	20%	i	-5%
CCn1cc(C(=O)NCCCOC(C)C)c(=O)c2cc(S(=O)(=O)N3CCOCC3)ccc21	-4%&-10%	40%[activator]	6	3%&-3%	-13%&-4%	-29%&2%	5%&41%	8%&-9%	-14%&4%
Nc1nc(N2CCCCC2)nc(N(c2ccccc2)c2ccccc2)n1	-8%	-1%	.	-2%	-10%	-3%	8%	8%	-5%
Cc1cc(=O)[nH]c(N2CCN(C(c3ccccc3)c3ccccc3)CC2)n1	-10%	27%	-18	-1%	-4%	26%	-4%	i	-16%
O=C(NCCc1ccc(F)cc1)c1ccc2nccnc2c1	-10%	-11%	-6	.	-18%	.	40%	5%	.
CCOC(=O)c1ccc(N2CCN(c3cccc(Cl)c3)CC2)c(NC(=O)Nc2ccc(OC)cc2OC)c1	15%	.	4	-7%	-9%[60.1 µM]	7%	-17%	-7%	-6%
CCOC(=O)N1CCC(N(CCN(C)C)C(=S)Nc2ccccc2OC)CC1	-17%	1%	6	-1%	2%	6%	35%	-14%	-8%
Cc1cc(C(=O)OCC(=O)N2CCCCCC2)ccc1[N+](=O)[O-]	-20%	-7%	-1	.	-2%	.	39%[activator]	-9%	.
N=c1n(Cc2ccccc2)c2ccccc2n1CC(O)COc1ccc(Cl)cc1Cl (stereo not given)	-10%	-2%	-30	7%	-5%	-17%	44%[activator]	i	-19%
O=C(CN1C(=O)COc2ccc(S(=O)(=O)N3CCCCCC3)cc21)N1CCN(c2cccc(Cl)c2)CC1	-12%	.	.	-9%	-2%	28%	?	i	4%
O=C(Cn1c(=O)oc2ccc(Cl)cc21)NC1CCCCC1	-13%	-6%	4	-4%	-9%	0%	34%	2%	-7%
COc1cccc(N(C(=O)c2cccs2)c2nc3ccccc3s2)c1	-11%	2%	-23	-3%	-13%	-10%	2%	0%	6%
CSCC[C@H](NC(=O)[C@@H]1Cc2ccccc2CN1)C(=O)NC(C)c1ccccc1 (stereo not given in full)	-9%	25%	-1	-3%	-4%	27%	27%	i	-10%
Cc1cc2nnc(SCCCCN3C(=O)c4ccccc4C3=O)n2c2ccccc12	.	-9%	.	2%	.	19%	.	.	-19%
O=C(Nc1ccc(/C=C/c2nc3ccccc3o2)cc1)c1ccc(F)cc1	-12%	4%	-1	-4%	-15%	24%	20%	1%	-9%
O=C(NNC(=S)Nc1ccccc1)c1ccco1	-8%	17%	-6	-1%	5%	24%	-6%	-9%	-5%
CCCCn1c(N)c(N(CC(C)C)C(=O)c2cccc(S(=O)(=O)N3CCN(C(C)=O)CC3)c2)c(=O)[nH]c1=O	3%	3%	-6	.	-12%	.	11%	3%	.
CC(C)[C@H](NC(N)=O)C(=O)NCCc1ccc(Cl)cc1	2%	-2%	-4	-2%	-8%	?	?	0%	-6%
CCCCN1C(=O)C2NN=C(C(=O)OCC)C2C1=O (stereo not given)	-5%	-5%	4	3%	-8%	10%	6%	3%	-5%
CSc1ccccc1NC(=O)c1cnc2n(c1=O)CCS2	-3%	-4%	.	0%	14%	35%	-8%	-9%	-8%
Cc1csc(NC(=O)c2cc(-c3ccccc3)nc3ccccc23)n1	-16%	-2%	-6	-5%	-18%	1%[57.1 µM]	10%	-2%	-4%
COc1ccc(-c2cnc(SCC(=O)Nc3nc(C(C)(C)C)cs3)n2Cc2ccco2)cc1	-17%	-8%	-14	3%	-17%	-2%	?	-2%	-20%
Cc1ccc(-c2nc(C)c(CCNS(=O)(=O)c3ccccc3F)s2)cc1	-4%	.	.	-6%	-7%[60.1 µM]	2%	-10%	1%	6%
O=C(CSc1nnc(-c2ccco2)o1)NC1CC2CCC1C2 (stereo not given)	-13%	-4%	-8	1%	-4%	2%	-13%	-9%	-11%
CCc1ccccc1OCC(=O)Nc1cc(S(=O)(=O)N2CCOCC2)ccc1N1CCCCC1	-24%	13%	-16	.	-4%	.	-13%	7%	.
C#CCOCCOCCOCCNc1nc(N2CCN(C(=O)[C@H](CCC(=O)O)n3cc(C(N)CC(C)C)nn3)CC2)nc(N2CCN(C(=O)[C@H](CCC(=O)O)n3cc(C(N)[C@H](C)CC)nn3)CC2)n1 (stereo not given in full)	-1%	12%	.	2%	-12%	35%	-6%	2%	-1%
O=C(COC(=O)c1c(Cl)ccc(Cl)c1Cl)NCC1CCCO1 (stereo not given)	-5%	28%	1	.	-6%	.	65%[activator]	-2%	.
COc1ccc(OC)c2[nH]c(=O)c(CCNC(=O)C(=O)c3c(C)[nH]c4ccccc34)cc12	-10%	-5%	-5	2%	-2%	-3%	-13%	-6%	-16%
Cc1ccccc1OCC(=O)N/N=C1\SCC(=O)N1Cc1ccccc1	-15%	-10%	8	?	-6%	2%	?	-2%	-10%

Compounds listed so far that contain an aryl methoxy group, in the order listed:
SMILES	Pol eta inh	APE1 inh	RXFP1 antagonist	BLM helicase inh	Pol kappa inh	Pol beta inh	Pol iota inh	Tb PGK inh	Anesthetic bind
COc1cc(Cl)cc(/C=N/NC(N)=O)c1O	-9%	4%	3	-1%	-15%	-13%	34%[activator]	-4%	116%[activator]
COc1cc(-c2nc(-c3ccccc3)c(-c3ccc(Br)cc3)[nH]2)cc(OC)c1O	-24%	.	-5	-14%	-3%	-21%	6%	-1%	?
COCc1[nH]nc2c1C(c1ccc(OC)cc1)C(C#N)=C(N)O2 (stereo not given)	0%	4%	7	-5%	-11%	0%	-2%	-6%	-6%
CCOC(=O)c1ccc(N2CCN(c3cccc(Cl)c3)CC2)c(NC(=O)Nc2ccc(OC)cc2OC)c1	15%	.	4	-7%	-9%[60.1 µM]	7%	-17%	-7%	-6%
CCOC(=O)N1CCC(N(CCN(C)C)C(=S)Nc2ccccc2OC)CC1	-17%	1%	6	-1%	2%	6%	35%	-14%	-8%
COc1cccc(N(C(=O)c2cccs2)c2nc3ccccc3s2)c1	-11%	2%	-23	-3%	-13%	-10%	2%	0%	6%
COc1ccc(-c2cnc(SCC(=O)Nc3nc(C(C)(C)C)cs3)n2Cc2ccco2)cc1	-17%	-8%	-14	3%	-17%	-2%	?	-2%	-20%
COc1ccc(OC)c2[nH]c(=O)c(CCNC(=O)C(=O)c3c(C)[nH]c4ccccc34)cc12	-10%	-5%	-5	2%	-2%	-3%	-13%	-6%	-16%

2 entries from above, with bars between the fields.
Molecule | Pol eta inh | APE1 inh | RXFP1 antagonist | BLM helicase inh | Pol kappa inh | Pol beta inh | Pol iota inh | Tb PGK inh | Anesthetic bind
O=C(CSc1nnc(-c2ccco2)o1)NC1CC2CCC1C2 (stereo not given) | -13% | -4% | -8 | 1% | -4% | 2% | -13% | -9% | -11%
CCc1ccccc1OCC(=O)Nc1cc(S(=O)(=O)N2CCOCC2)ccc1N1CCCCC1 | -24% | 13% | -16 | . | -4% | . | -13% | 7% | .
